ARNT-TACC3 inh: ARNT/TACC3 interaction disruption. Q9Y6A5. AlphaScreen His-ARNT PAS-B/GST-TACC3 binding, luminescence; TACC3 fragment carries E629A point mutation. inhibition, % at 9.99 µM. hit rate 0.66% among 390,000;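 active = mean inhibition of replicates at least 50% and at least half of replicates each reaching 50%; inconclusive = half or more replicates reach 50% but mean below 50%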;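 also: 0% = complete ARNT plus TACC3 wells and 100% = ARNT alone without TACC3; many hits fall short of the cut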
DENV2 CPE rescue: protects cells from dengue virus 2 cytopathic effect; DENV2-infected cells, cytopathic effect rescue, plate reader; CPE inhibition, % at 9.99 µM; hit rate 1.7% among 350,000; in the data active = CPE inhibition above about 20%, passing the limit was not always enough; inconclusive = no clear call, values can overlap the other calls; tested in BHK-21 cells;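 also: 0% = median of neutral control wells and 100% = median of positive control wells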
EWS-Fli block: inhibitors of EWS/Fli oncoprotein transcriptional activity | AID 651661 | A673 NR0B1-luciferase reporter, viability-normalised | hit rate 0.67% among 350,000 | inhibition, % at 12.6 µM;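 active = mean inhibition of at least 50% after viability correction, with every replicate also passing that limit; inconclusive = mean reaches 50% but only one of two replicates passes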;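 also: firefly luciferase signal divided by Alamar Blue viability fluorescence both relative to DMSO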
CASP6 VEID inh: inhibitors of human caspase-6. purified caspase-6, Z-VEID-R110 cleavage fluorescence. P55212. hit rate 0.53% among 350,000. inhibition, % at 12.5 µM. AID 686996;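 active = mean inhibition across replicates at least about 35%, with every replicate also reaching that limit, limit read from the data; inconclusive = only one of the two criteria met; inactive = neither criterion met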;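 also: 0% = median of neutral control wells and 100% = no fluorescence left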
Target sequence (P55212 24-179 limits assumed): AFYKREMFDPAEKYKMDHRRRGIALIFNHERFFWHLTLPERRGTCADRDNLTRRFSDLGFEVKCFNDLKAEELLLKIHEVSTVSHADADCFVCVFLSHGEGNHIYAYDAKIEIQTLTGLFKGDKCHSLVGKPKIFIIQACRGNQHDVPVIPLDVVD
Target sequence (P55212 194-293 limits assumed): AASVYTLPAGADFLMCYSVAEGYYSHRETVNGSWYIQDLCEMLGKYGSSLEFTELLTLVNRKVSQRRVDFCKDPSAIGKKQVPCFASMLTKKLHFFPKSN
SIRT5 block: inhibitors of human sirtuin-5 desuccinylase; hit rate 1.1% among 330,000; AID 652115; inhibition, % at 15 µM; Purified SirT5, succinyl-peptide AMC, trypsin-coupled fluorescence; Q9NXA8; in the data active = inhibition above about 15%; inconclusive = no clear call, values can overlap the other calls
Target sequence (Q9NXA8 whole entry, looked up): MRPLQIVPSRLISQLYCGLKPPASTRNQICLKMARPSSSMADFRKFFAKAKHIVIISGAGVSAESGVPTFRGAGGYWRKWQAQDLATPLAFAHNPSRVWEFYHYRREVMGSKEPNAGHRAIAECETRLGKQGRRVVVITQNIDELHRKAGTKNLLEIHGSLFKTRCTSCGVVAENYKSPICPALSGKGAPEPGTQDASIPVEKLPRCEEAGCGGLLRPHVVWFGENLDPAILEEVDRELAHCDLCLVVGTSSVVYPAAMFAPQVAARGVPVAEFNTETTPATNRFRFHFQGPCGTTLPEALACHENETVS
PAX8 reporter: PAX8 transcriptional activity inhibition | inhibition, % at 12.6 µM | AID 652154 | hit rate 1.2% among 360,000 | RMG-I TPO-luciferase reporter, SteadyGlo, 24 h;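 active = mean replicate inhibition at least 60% with every replicate also reaching 60%; inconclusive = only one of the two criteria is met; inactive = mean below 60% and not all replicates reaching 60%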;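 also: luciferase light reporting Pax8 driven TPO promoter activity; plate controls were median of neutral control wells for no effect and mitoxantrone controls for full effect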
LGR2 inh: inhibitors of bursicon-induced Drosophila LGR2 receptor cAMP signaling. HEK293 LGR2, CRE-luciferase, bursicon-stimulated, 4 h. inhibition, % at 9.99 µM. hit rate 0.35% among 380,000;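 active = drop in luminescence signal, shown as inhibition above about 50% in the replicate tests, limit read from the data, passing the limit was not always enough; inconclusive = probably only some replicates passing the limit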;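 also: agonist challenge used bursicon conditioned medium at about half maximal strength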
Active calls of the source: *; u = inconclusive; x = no result given; & = joins results of further samples. Compounds were not picked by outcome; 4.9% or so of the library scored in one or more.

The opening two compounds, ahead of the listing:
nr	smiles	ARNT-TACC3 inh	DENV2 CPE rescue	EWS-Fli block	CASP6 VEID inh	SIRT5 block	PAX8 reporter	LGR2 inh
1	CCNC(=O)[C@H]1[C@H](CO)[C@H]2Cn3c(ccc(-c4ccc(F)cc4)c3=O)[C@@H]1N2Cc1ccccc1F	-5	-10	-1	-1	-14	0	3
2	O=C(Nc1cccc(Cl)c1)N1C[C@H]2[C@@H](c3ccccc31)[C@H](CO)N2C(=O)c1cccnc1	-2	u	-9	-1	2	6	-28

The list itself, from the first entry:
nr	smiles	ARNT-TACC3 inh	DENV2 CPE rescue	EWS-Fli block	CASP6 VEID inh	SIRT5 block	PAX8 reporter	LGR2 inh
1	CCNC(=O)[C@H]1[C@H](CO)[C@H]2Cn3c(ccc(-c4ccc(F)cc4)c3=O)[C@@H]1N2Cc1ccccc1F	-5	-10	-1	-1	-14	0	3
2	O=C(Nc1cccc(Cl)c1)N1C[C@H]2[C@@H](c3ccccc31)[C@H](CO)N2C(=O)c1cccnc1	-2	u	-9	-1	2	6	-28
3	CC1=CCC(C(=O)O)(C(=O)N/N=C/c2cccnc2)C(c2ccccc2)C1 (stereo not given)	x	x	-7	2	-2	18	-9
4	CN(C)CCCNC(=O)C[C@@H]1CC[C@H]2[C@@H](COc3ccc(NC(=O)c4ccccc4F)cc3C(=O)N2C)O1	5	4	-18	2	4	-27	5
5	COc1ccc(S(=O)(=O)N2C[C@H](O)COC[C@@H]3O[C@@H](CC(=O)N[C@H]4CCN(Cc5ccccc5)C4)CC[C@H]32)cc1	13	x	0	-17	-1	-1	1
6	Cc1ccccc1Oc1nc(-c2ccccn2)nc2ccccc12	51*	-7	34	-3	x	-25	-10
7	CCOC(=O)C1(Cc2cccc(Cl)c2)CCCN(C2CCN(C(C)=O)CC2)C1 (stereo not given)	-4	-4	0	0	-7	15	x
8	C[C@@H]1CN([C@@H](C)CO)C(=O)Cc2cc(NC(=O)CCCN(C)C)ccc2O[C@@H]1CN(C)S(=O)(=O)c1ccc(Cl)cc1	x	-8	-13	-24	2	2	-6
9	NC(=O)C1CCN(c2oc(-c3ccc(F)cc3)nc2S(=O)(=O)c2ccccc2)CC1	x	1	5	3	-1	-8	2
10	COc1ccc(C(CNC(=O)C(CCSC)NC(=O)c2ccccc2OC)N2CCCCC2)cc1 (stereo not given)	5	1	9	-8	-1	10	-2
11	Cc1ccccc1OCC(=O)Nc1nc(-c2ccncc2)cs1	-4	8	4	32	-1	-33	6
12	Cc1ccc(NC(=O)c2cn(CCC#N)nc2-c2cccs2)c([N+](=O)[O-])c1	3	3	-14	-1	-3	6	-2
13	CCCOc1ccc(S(=O)(=O)N2CCN(C)CC2)c2ccccc12	-13	5	3	0	-2	-5	7
14	COC(=O)CSc1ncc(S(=O)(=O)c2ccccc2)c(=O)[nH]1	-5	-2	-2	5	6	-2	2
15	O=C(N/C(=C/c1ccc([N+](=O)[O-])cc1)C(=O)N1CCCC1)c1ccccc1	1	-6	3	-1	2	0	3
16	COc1ccc(C(=O)OCCc2ccc(O)cc2)cc1	0	x	10	9	-1	-232	-176
17	COc1ccc([C@@H]2[C@@H]3C(=O)N(C(C)(C)C)C(=O)[C@@H]3[C@]3(Cc4ccc(Cl)cc4)C(=O)N(c4ccc(C)cc4)C(=O)N23)cc1	1	-8	12	-1	-9	-16	7
18	CS(=O)(=O)N(CC(=O)N1CCc2ccccc2C1)c1ccc(Br)cc1	x	-3	-4	5	-2	8	-7
19	C[C@@H]1CN([C@H](C)CO)S(=O)(=O)c2ccc(C#CCN(C)C)cc2O[C@@H]1CN(C)C(=O)c1ccccc1F	-4	-14	-2	1	-2	13	-4
20	C[C@H](CO)N1C[C@H](C)[C@@H](CN(C)S(=O)(=O)c2cccs2)Oc2c(NS(=O)(=O)c3ccc(F)cc3)cccc2C1=O	4	-6&-17	1	1&1	-2&-4	-9&-16	12&4
21	CCOC(=O)c1cc(-c2ccccc2)n(CC(=O)Nc2ccc(OC)cc2)c1C	-1	x	x	x	x	15	20
22	Cc1ccc(OCCNC(=O)CCc2ccccc2)cc1C	-2	-2	-2	2	-4	-3	8
23	COc1ccccc1NC(=O)N1CCCCN2[C@H](CO)[C@H](c3ccc(-c4cccc(F)c4)cc3)[C@@H]2C1	-6	-13	-1	4	16*	47	13
24	CC(C)(C)OC(=O)N1CCCC(C(=O)Nc2cccc(C(=O)NCCCCc3ccccc3)c2)C1 (stereo not given)	-2	-1	18	0	17*	12	-19
25	COc1ccccc1N=NC1=C(O)CC(C)(C)CC1=O	x	-3	-12	3	4	-1	4
26	Cc1ccc(S(=O)(=O)NCC2CCCO2)cc1 (stereo not given)	-5	-1	1	0	-1	2	24
27	NS(=O)(=O)OCCCc1ccc(C(F)(F)F)cc1	-6	-12	-9	2	0	16	-22
28	COc1cccc(NC(=O)CN(C)C(=O)CN2C(=O)NC(C)(c3ccc4ccccc4c3)C2=O)c1 (stereo not given)	4	-5	6	1	6	13	-7
29	COc1cccc(S(=O)(=O)N2[C@@H]3CNC[C@H]2C3c2ccc(-c3ccccc3F)cc2)c1 (stereo not given in full)	x	0	-1	-2	1	x	-3
30	CN1C(=O)c2cc(NC(=O)c3cscn3)ccc2OC[C@@H]2O[C@@H](CC(=O)NCC3CC3)CC[C@H]21	15	-4	1	x	x	-2	-2

Reformatted: 18 of the compounds above
[13] CCCOc1ccc(S(=O)(=O)N2CCN(C)CC2)c2ccccc12
[14] COC(=O)CSc1ncc(S(=O)(=O)c2ccccc2)c(=O)[nH]1
[15] O=C(N/C(=C/c1ccc([N+](=O)[O-])cc1)C(=O)N1CCCC1)c1ccccc1
[16] COc1ccc(C(=O)OCCc2ccc(O)cc2)cc1
[17] COc1ccc([C@@H]2[C@@H]3C(=O)N(C(C)(C)C)C(=O)[C@@H]3[C@]3(Cc4ccc(Cl)cc4)C(=O)N(c4ccc(C)cc4)C(=O)N23)cc1
[18] CS(=O)(=O)N(CC(=O)N1CCc2ccccc2C1)c1ccc(Br)cc1
[19] C[C@@H]1CN([C@H](C)CO)S(=O)(=O)c2ccc(C#CCN(C)C)cc2O[C@@H]1CN(C)C(=O)c1ccccc1F
[20] C[C@H](CO)N1C[C@H](C)[C@@H](CN(C)S(=O)(=O)c2cccs2)Oc2c(NS(=O)(=O)c3ccc(F)cc3)cccc2C1=O
[21] CCOC(=O)c1cc(-c2ccccc2)n(CC(=O)Nc2ccc(OC)cc2)c1C
[22] Cc1ccc(OCCNC(=O)CCc2ccccc2)cc1C
[23] COc1ccccc1NC(=O)N1CCCCN2[C@H](CO)[C@H](c3ccc(-c4cccc(F)c4)cc3)[C@@H]2C1
[24] CC(C)(C)OC(=O)N1CCCC(C(=O)Nc2cccc(C(=O)NCCCCc3ccccc3)c2)C1 (stereo not given)
Screen / compound no.,13,14,15,16,17,18,19,20,21,22,23,24
ARNT-TACC3 inh,-13,-5,1,0,1,x,-4,4,-1,-2,-6,-2
DENV2 CPE rescue,5,-2,-6,x,-8,-3,-14,-6&-17,x,-2,-13,-1
EWS-Fli block,3,-2,3,10,12,-4,-2,1,x,-2,-1,18
CASP6 VEID inh,0,5,-1,9,-1,5,1,1&1,x,2,4,0
SIRT5 block,-2,6,2,-1,-9,-2,-2,-2&-4,x,-4,16*,17*
PAX8 reporter,-5,-2,0,-232,-16,8,13,-9&-16,15,-3,47,12
LGR2 inh,7,2,3,-176,7,-7,-4,12&4,20,8,13,-19

[25] COc1ccccc1N=NC1=C(O)CC(C)(C)CC1=O
[26] Cc1ccc(S(=O)(=O)NCC2CCCO2)cc1 (stereo not given)
[27] NS(=O)(=O)OCCCc1ccc(C(F)(F)F)cc1
[28] COc1cccc(NC(=O)CN(C)C(=O)CN2C(=O)NC(C)(c3ccc4ccccc4c3)C2=O)c1 (stereo not given)
[29] COc1cccc(S(=O)(=O)N2[C@@H]3CNC[C@H]2C3c2ccc(-c3ccccc3F)cc2)c1 (stereo not given in full)
[30] CN1C(=O)c2cc(NC(=O)c3cscn3)ccc2OC[C@@H]2O[C@@H](CC(=O)NCC3CC3)CC[C@H]21
Screen / compound no.,25,26,27,28,29,30
ARNT-TACC3 inh,x,-5,-6,4,x,15
DENV2 CPE rescue,-3,-1,-12,-5,0,-4
EWS-Fli block,-12,1,-9,6,-1,1
CASP6 VEID inh,3,0,2,1,-2,x
SIRT5 block,4,-1,0,6,1,x
PAX8 reporter,-1,2,16,13,x,-2
LGR2 inh,4,24,-22,-7,-3,-2

Carrying on.
nr	smiles	ARNT-TACC3 inh	DENV2 CPE rescue	EWS-Fli block	CASP6 VEID inh	SIRT5 block	PAX8 reporter	LGR2 inh
31	COc1cc(C(=O)Nc2ccc(C)cn2)ccc1OCC(=O)N1CCOCC1	3	-5	-23	1	-3	-13	-14
32	Nc1ccc(S(=O)(=O)Nc2nc(-c3ccccc3)cc(-c3ccccc3)n2)cc1	-2	3	9	2	3	13	-5
33	CN(C[C@H]1N[C@@H](CO)[C@@H]1c1ccc(C2=CCCC2)cc1)C(=O)c1ccc(F)cc1	-6	-15	73*	-2	-1	108*	1
34	CC(C)NC(=O)c1cccc(NC(=O)CC2SC(N3CCCCC3)=NC2=O)c1 (stereo not given)	-6	12	-1	-5	-1	12	6
35	O=C(/C=C/c1ccco1)c1cccnc1	-4	u	5	65*	7	2	-6
36	COc1ccccc1C(=O)N/C(=C/c1cccc([N+](=O)[O-])c1)C(=O)Nc1cccc(C(=O)O)c1	-1	1	7	-1	0	10	x
37	COc1ccc2c3c([nH]c2c1)[C@@H](CO)N(C(=O)Nc1ccc(F)cc1)CC31CN(S(=O)(=O)c2ccccc2)C1	x	-3	-2	-2	2	x	10
38	COc1cc(SC)ccc1C(=O)Nc1cc(C)c(OCC(=O)N2CCOCC2)c(C)c1	-5	-5	-36	4	-4	-22	-5
39	C[C@H]1CCCCO[C@@H](CN(C)Cc2ccncc2)[C@@H](C)CN([C@@H](C)CO)C(=O)c2cc(NC(=O)C3CCCCC3)ccc2O1	3	0	-8	1	2	12	0
40	Cc1cc(C)c(C)c(S(=O)(=O)N2CCN(c3ncnc4ccccc34)CC2)c1C	-11	-5	23	0	-8	53	79*
41	O=C(c1cccnc1)N1CCCCN2[C@H](CO)[C@H](c3ccc(C#Cc4cccnc4)cc3)[C@H]2C1	-1	x	-7	x	x	-11	-2
42	CO[C@@H]1CN(C)C(=O)c2cc(NS(C)(=O)=O)ccc2OC[C@H](C)N(C(=O)C2CCCC2)C[C@H]1C	-8	-3	-5	1	0	-7	6
43	O=C(CCc1nnc2ccc(N3CCOCC3)nn12)Nc1ccc(F)cc1F	-1	6	-2	-2	10	-1	7
44	C[C@@H]1CN([C@H](C)CO)C(=O)c2cccc(N(C)C)c2O[C@H]1CN(C)CC1CC1	-14	12	-3	-2	5	-15	3
45	C[C@@H]1CN([C@H](C)CO)C(=O)c2cc(NC(=O)Cc3cn(C)c4ccccc34)ccc2O[C@@H]1CN(C)CC1CC1	11	-2	-8	0	-2	7	4
46	Cc1ccc(NC(=O)NCc2cccnc2)cc1C	-2	-6	3	0	-3	-11	-3
47	O=C(NNC(=O)c1ccc2ncccc2c1)c1ccc(Cl)cc1	-3	16	5	-2	-2	-1	-13
48	Fc1cccc(CSc2ccc3nnc(-c4ccccn4)n3n2)c1	x	5	0	3	2	14	13
49	COc1ccc(C(=O)Nc2ccccc2C(=O)N/N=C/c2ccncc2)cc1OC	2	-3	-22	2	-1	-45	u
50	CC(C)Oc1cccc(C(=O)C2CCCN(Cc3cccn3-c3cccnc3)C2)c1 (stereo not given)	8	5	18	8	-6	24	-1
51	Cc1c(S(=O)(=O)N2CCCCC2)c(=O)n(C)c(=O)n1C	-2	-6	2	4	11	-1	10
52	CC(=O)c1ccc(NC(=O)c2ccc(C)c(Br)c2)cc1	-2	x	-59	0	-2	-124	-47

Compound activity (PubChem)
